WRN helicase inh: blocks human WRN helicase; WRN helicase unwinding, fluorescent forked duplex, kinetic; Q14191; Potency, µM (top dose mostly 114 µM), for the others: top-dose activity change, negative = inhibition, most hits filed as inhibitors; 0.46% of 360,000 active; further: potency means the concentration at half of the fitted maximal effect; on the % scale 0 is the no-effect control and ±100 the full control effect; nearly all actives have a fitted effect of over 55% in size
Target sequence (Q14191 whole entry, looked up): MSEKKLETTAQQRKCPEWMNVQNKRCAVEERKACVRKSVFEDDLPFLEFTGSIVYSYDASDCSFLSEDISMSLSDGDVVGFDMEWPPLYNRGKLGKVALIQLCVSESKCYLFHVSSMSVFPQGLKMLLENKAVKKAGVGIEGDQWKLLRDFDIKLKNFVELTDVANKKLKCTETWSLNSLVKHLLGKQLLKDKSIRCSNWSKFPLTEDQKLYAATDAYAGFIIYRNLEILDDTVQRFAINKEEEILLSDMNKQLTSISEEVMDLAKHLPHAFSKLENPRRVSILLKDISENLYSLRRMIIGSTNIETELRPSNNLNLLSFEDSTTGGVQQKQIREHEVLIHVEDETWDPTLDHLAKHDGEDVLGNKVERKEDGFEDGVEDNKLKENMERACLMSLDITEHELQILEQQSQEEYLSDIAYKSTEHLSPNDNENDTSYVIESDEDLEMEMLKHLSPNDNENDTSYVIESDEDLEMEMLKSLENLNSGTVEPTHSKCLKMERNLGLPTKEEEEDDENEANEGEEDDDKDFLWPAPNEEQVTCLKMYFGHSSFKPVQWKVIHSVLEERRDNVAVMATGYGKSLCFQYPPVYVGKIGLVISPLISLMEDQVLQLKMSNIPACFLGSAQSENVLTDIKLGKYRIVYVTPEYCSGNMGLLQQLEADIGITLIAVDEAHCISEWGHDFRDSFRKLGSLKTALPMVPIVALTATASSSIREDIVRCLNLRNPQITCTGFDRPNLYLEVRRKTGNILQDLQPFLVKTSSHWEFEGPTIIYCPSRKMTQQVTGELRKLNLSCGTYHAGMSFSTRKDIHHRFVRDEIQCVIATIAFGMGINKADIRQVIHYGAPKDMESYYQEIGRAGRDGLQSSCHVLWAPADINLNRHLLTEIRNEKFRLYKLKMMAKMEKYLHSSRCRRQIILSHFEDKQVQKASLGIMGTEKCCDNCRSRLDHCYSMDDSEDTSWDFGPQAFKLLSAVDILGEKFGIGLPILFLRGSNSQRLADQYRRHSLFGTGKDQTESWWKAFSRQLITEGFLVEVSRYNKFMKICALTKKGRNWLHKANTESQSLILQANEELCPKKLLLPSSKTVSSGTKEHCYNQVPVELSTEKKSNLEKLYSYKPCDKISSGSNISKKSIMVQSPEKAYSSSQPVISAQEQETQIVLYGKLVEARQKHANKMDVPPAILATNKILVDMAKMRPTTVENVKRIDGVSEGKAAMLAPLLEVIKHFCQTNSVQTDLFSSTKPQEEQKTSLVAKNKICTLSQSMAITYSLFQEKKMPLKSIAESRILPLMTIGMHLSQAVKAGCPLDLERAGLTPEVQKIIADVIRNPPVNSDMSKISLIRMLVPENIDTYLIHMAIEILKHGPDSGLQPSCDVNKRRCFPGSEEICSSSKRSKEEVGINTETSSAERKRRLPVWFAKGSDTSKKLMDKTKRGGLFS
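Fluorescence dequenching readout, ex 525 nm/em 598 nm, kinetic mode: forked duplex DNA (100 nM final) with adjacent fluorophore and quencher unwound by WRN (20 nM final) with 2 mM ATP. Compound preincubation 15 min, room temperature.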
EPAC1 ag: agonists of human EPAC1 | Potency, µM (titrated, usually from 154 µM), inactives show top-dose activation, usual class: activators | 0.073% of 360,000 active | O95398 | EPAC1 agonist qHTS, biochemical assay; response scale: 100% = response to 6.5 mM cAMP; further: potency means the concentration at half of the fitted maximal effect; nearly all actives have a fitted effect of over 60% in size
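EPAC1 100 nM, Rap1B–BODIPY-GDP 250 nM, unlabeled GDP 50 uM; compound titration; 5 min RT; kinetic read ex480/em540 at 5-min intervals ×30 min; data normalized to 6.5 mM cAMP agonist control.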
EPAC2 antag: antagonists of human EPAC2 | Q8WZA2 | EPAC2 GEF exchange of Rap1B-BODIPY-GDP, fluorescence | Potency, µM (top dose mostly 114 µM), for inactives: at the highest dose activity, negative = inhibition, actives largely listed as inhibitors | 0.18% of 360,000 active; further: potency means the concentration at half of the fitted maximal effect; on the % scale 0 is the no-effect control and ±100 the full control effect; nearly all actives have a fitted effect of over 45% in size; many of its hits are not listed in these tables
PLK1 PBD inh: PLK1 (human) polo-box domain binding inhibition | P53350 | 2.8% of 360,000 active | Potency, µM, without a hit: max response, negative = inhibition, usual class: inhibitors | Plk1 PBD binding of FITC phosphopeptide, fluorescence polarization; further: potency means the concentration at half of the fitted maximal effect; series mostly up to about 57 µM; on the % scale 0 is the no-effect control and ±100 the full control effect; nearly all actives have a fitted effect of over 65% in size
PI5P4K alpha inh: blocks human PI5P4K alpha kinase activity. P48426. PI5P4Kalpha enzyme, ADP-Glo luminescence, 60 min; stronger effect = lower value. max response, %. 1.2% of 330,000 active. AID 652105; active means max response of -50% or lower; inconclusive means between -30% and -50%; inactive means -30% or higher; further: value at the top dose of about 77 µM; on the % scale 0 is the no-effect control and ±100 the full control effect
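qHTS, 1536-well: enzyme/substrate mix, compound by pin tool, 5 microM ATP final; RT 60 min; ADP-Glo reagents 1 (45 min) then 2 (30 min); luminescence.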
MmCpn inh: blocks the Methanococcus maripaludis chaperonin Mm-Cpn | purified Mm-Cpn ATPase, ADP Transcreener TR-FRET | Potency, µM (series often up to 76.9 µM), without a hit: top-dose activity, negative = inhibition, usual class: inhibitors | 0.031% of 330,000 active; further: potency means the concentration at half of the fitted maximal effect; on the % scale 0 is the no-effect control and ±100 the full control effect; nearly all actives have a fitted effect of over 80% in size
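Purified archaeal chaperonin (25 nM final) was preincubated with compound for 10 min at 37°C, then ATP (10 uM final) was added for 30 min at 37°C in Tris pH 7.4/KCl/MgCl2/DTT buffer. ADP was quantified by HTRF Transcreener TR-FRET.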
EPAC1 antag: antagonists of human EPAC1; EPAC1 GEF assay, Rap1b-BODIPY-GDP exchange fluorescence; Potency, µM (doses to about 115 µM), for the others: at the top dose activity change, negative = inhibition, hits mostly inhibitors; 0.14% of 360,000 active;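 further: potency means the concentration at half of the fitted maximal effect; plate controls were vehicle for no effect and positive control for full effect; nearly all actives have a fitted effect of over 50% in size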
CCT modulator: changes cytosolic chaperonin activity. activity change, % (concentration not given with the values), hits read low. 0.3% of 360,000 active. AID 651819. purified chaperonin ATPase assay, HTRF ADP detection, 30 min; in the data active means activity change below about -30%; further: on the % scale 0 is the no-effect control and ±100 the full control effect
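We incubate TRiC, 40 or 20 nM final, with library compounds at 76 uM and 10 uM ATP for 30 min at 37 °C. ADP formed is detected with Transcreener HTRF reagents after 30 min at room temperature.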
Starred values were filed as active, the others as inactive; ? = inconclusive; . = no result given; [ ] = remark or other dose. Unless noted, the call rests on the fitted dose curve; in most records, active means well fitted curve in the direction sought with a large enough effect; inconclusive means small, poorly fitted or top-dose-only effect, or another doubt; inactive means no such curve, though single readings can be large; an effect the other way counts as inactive or inconclusive. A portion of the library; rates above refer to the full screens.

Sequence of screens: WRN helicase inh | EPAC1 ag | EPAC2 antag | PLK1 PBD inh | PI5P4K alpha inh | MmCpn inh | EPAC1 antag | CCT modulator
Cc1cccn2c(=O)c3cc(C(=O)NC4CCCC4)c(=N)n(Cc4ccc(F)cc4)c3nc12
→ 15% | -3% | 28% | 4% | -4 | 1% | 2% | 3.1
CCN(CC)Cc1ccccc1CNC(=O)c1cccc(S(=O)(=O)Nc2ccc3c(c2)OCO3)c1
→ -1% | 5% | -13% | 3% | 3 | 3% | 3% | -0.5
COc1cc2c(cc1OC)C(c1cccc([N+](=O)[O-])c1)NC(=O)C2 (centres undefined)
→ 4% | -5% | 1% | -4% | -2 | -2% | 4% | -1.0
CCOC(=O)C1=C(COC(=O)CNC(=O)c2ccc(Cl)cc2Cl)NC(=O)NC1C (centres undefined)
→ 4% | 1% | -13% | -8% | -4 | -1% | 0% | -3.4
O=C(NCc1ccc(F)cc1)C1C2C=CC3(CN(Cc4cccnc4)C(=O)C13)O2 (centres undefined)
→ -12% | 2% | 15% | -4% | . | 0% | 11% | 1.0
CC(C)(C)C1CCc2c(sc3c2C(=O)NC(c2ccco2)N3)C1 (centres undefined)
→ -17% | 3% | -3% | ? | . | -1% | -7% | -1.9
CC(C)CNC(=O)CC(c1ccccc1)c1ccccc1
→ -7% | 1% | 5% | -19% | 0 | 2% | 2% | -3.1
Cc1cccc(C)c1NC(=O)C1(NC(=O)C2CCCN2C(=O)OC(C)(C)C)CCCCC1 (centres undefined)
→ 2% | 3% | 5% | -6% | . | 3% | 2% | -0.6
CCOC(=O)C1CCN(S(=O)(=O)c2cn(C)c(=O)n(C)c2=O)CC1
→ -1% | 6% | 9% | -9% | 5 | 1% | 9% | -0.2
O=C1CCC(=O)N1OCCOc1ccc(Cl)c2ccccc12
→ -19% | 2% | -15% | 4% | 7 | -3% | -4% | -2.8
NS(=O)(=O)c1ccc(NC(=O)COC(=O)COc2cccc(C(F)(F)F)c2)cc1
→ -2% | -9% | -1% | 1% | -9 | 2% | -6% | 0.7
O=C(Nc1ccc(N2CCOCC2)cc1)c1ccccc1SCC(=O)N1CCCC1
→ 5% | -6% | -1% | -28% | -24 | 0% | -16% | -0.8
CCc1c(C)sc(NC(=S)Nc2cccnc2)c1C(=O)OC
→ -2% | -17% | 14% | ? | -4 | -2% | -1% | -2.7
COc1ccc(NC(=O)C(NC(C)=O)C(=O)NCc2ccccc2Cl)cc1 (centres undefined)
→ 15% | -12% | 4% | 15µM* | -25 | 0% | -11% | -0.4
O=C1c2ccccc2C(O)(Cc2ccccc2)N1C1CCCCC1 (centres undefined)
→ -9% | 5% | 0%[57.1 µM] | -4% | -4 | . | 0% | -0.6

Two compounds from above with just EPAC1 antag, PI5P4K alpha inh and EPAC2 antag:
canonical_smiles,EPAC1 antag,PI5P4K alpha inh,EPAC2 antag
CC(C)CNC(=O)CC(c1ccccc1)c1ccccc1,2%,0,5%
Cc1cccc(C)c1NC(=O)C1(NC(=O)C2CCCN2C(=O)OC(C)(C)C)CCCCC1 (centres undefined),2%,.,5%

Continued.
Sequence of screens: WRN helicase inh | EPAC1 ag | EPAC2 antag | PLK1 PBD inh | PI5P4K alpha inh | MmCpn inh | EPAC1 antag | CCT modulator
O=C(/C=C/c1cccc([N+](=O)[O-])c1)NCC1CCCO1 (centres undefined)
→ 1% | 0% | -4% | ? | 1 | -1% | 0% | -0.5
Cn1cccc1/C=N/n1c(-c2ccc(C(C)(C)C)cc2)n[nH]c1=S
→ -14% | 2% | -19% | ? | 4 | 1% | -17% | -0.5
Cc1cc(C)n2nc(SCC(=O)Nc3c(C)nn(-c4ccccc4)c3C)nc2n1
→ -7% | 3% | -16% | ? | 1 | 2% | -11% | -0.5
COc1cc(OC)cc(C(=O)NNC(=O)c2ccc(S(=O)(=O)N3CC(C)OC(C)C3)cc2)c1 (centres undefined)
→ 3% | 10% | 2% | -1% | 1 | -5% | 9% | -4.2
O=S(=O)(NCc1cccs1)c1cccc(S(=O)(=O)N2CCCCC2)c1
→ -17% | 13% | -2% | -4% | 0 | 2% | 5% | -0.4
CSc1ccccc1-n1nnnc1SCC(=O)Nc1cc(C)ccc1C
→ -12% | 17% | -7% | -2% | 0 | 2% | -1% | -2.8
COc1ccc(/C=C/C(=O)NCCCNC(=O)/C=C/c2ccc(OC)c(OC)c2)cc1OC
→ 0% | 3% | 0% | -4% | 0 | . | 3% | 0.3
COC(=O)[C@H](Cc1ccccc1)N1C/C=C\COc2c(Cl)cc(Cl)cc2S1(=O)=O
→ -7% | 2% | -8% | -12% | 12 | 2% | -9% | -1.0
Fc1ccc(NC(=S)Nc2ccccc2Cl)cc1
→ 0% | -2% | 2% | -12% | 0 | -6% | 10% | -0.4
Cc1nc(NC(=O)C23CC4CC(CC(C4)C2)C3)sc1Cc1ccc2c(c1)OCO2
→ -31%[57.1 µM] | 16% | -5% | -5% | -5 | -2% | -6% | -5.1
COc1ccc(C)cc1S(=O)(=O)N1CCC(C(=O)N2CCN(C)CC2)CC1
→ -8% | -6% | 25% | 0% | 4 | 0% | -3% | -0.2
CCOc1ccc(S(=O)(=O)N2CCC(C(=O)NCC3CCCO3)CC2)cc1 (centres undefined)
→ -4% | 11% | -6% | -3% | -3 | 1% | 3% | -4.7
CC1(C)Cc2c(c(N3CCOCC3)nc3snc(Br)c23)CO1
→ -12% | -3% | 11% | -15% | -2 | 1% | 10% | 0.0
CC(C(=O)N1CCCCC1)n1sc2ccccc2c1=O (centres undefined)
→ 1% | 5% | -24%[57.1 µM] | 0% | -5 | 0% | 4% | -3.1
Cc1cc(/C=C(\C#N)C(=O)OCC(=O)N(C)c2c(N)n(Cc3ccccc3)c(=O)[nH]c2=O)c(C)n1CC(C)C
→ 6% | 2% | 10% | -1% | -16 | . | 9% | -0.1
COc1ccc(-c2nc3c4ccccc4ccn3c2CN2CCCCC2)cc1
→ -8% | 14% | -18% | 4% | 5 | 1% | -10% | -5.2
COc1cc(NC(=O)CSc2nccc(=O)[nH]2)c(C)cc1[N+](=O)[O-]
→ -10% | -1% | -24% | -5% | ? | -2% | -2% | 1.6
CC(C)c1ccc(NC(=O)CCN2C(=O)c3ccc([N+](=O)[O-])cc3C2=O)cc1
→ 12% | 1% | 4% | -4% | . | 0% | 5% | -2.2
Cc1cc(Br)cc2c1NC(=O)C2(c1c(C)n(C)n(-c2ccccc2)c1=O)c1c(C)n(C)n(-c2ccccc2)c1=O
→ 5% | 0% | 0% | -6% | -3 | 0% | 0% | -0.1
COc1ccc(CCNC(=O)C2CCN(S(=O)(=O)c3ccc(C)cc3)CC2)cc1OC
→ 5% | 8% | -3% | -9% | 6 | -1% | -8% | -5.8
O=C(Cn1cnc2ccccc2c1=O)c1ccc(Cl)cc1
→ 8% | 3% | 2% | -2% | -4 | -5% | -15% | 0.0
N/C(=N\OC(=O)N1CCOCC1)c1ccc(Br)cc1
→ -1% | -7% | 1% | 0% | 0 | 1% | -7% | 0.4
O=C(CSc1nnc(Nc2ccccc2)s1)NCc1ccco1
→ -8% | 7% | 1% | -8% | 0 | 1% | -1% | -3.5
CN(C)c1ccc(CN(C(=O)c2ccc(Cl)c([N+](=O)[O-])c2)C2CCS(=O)(=O)C2)cc1 (centres undefined)
→ -7% | -3% | -2% | 1% | -1 | 1% | 9% | -0.2
Cc1ccc(Cl)cc1-c1cc(C(=O)NCc2ccc(C(F)(F)F)cc2)[nH]n1
→ 6% | -7% | -20% | -10% | -5 | . | -10% | 0.5
CC(C)(C)OC(=O)N1CC2(CCCCC2)CC1Cc1ccc(C(F)(F)F)cc1 (centres undefined)
→ -3% | -16% | 5% | -10% | 6 | . | -8% | -2.7
O=C(NC1CCN(S(=O)(=O)c2cccc(F)c2)CC1)c1ccc(F)cc1
→ -3% | 16% | 2% | 0% | -8 | -1% | -8% | 0.7
Cc1nnc(NC(=O)C(C)Sc2nnc(-c3ccco3)n2C(C)C)s1 (centres undefined)
→ 3%[57.1 µM] | -3% | 1% | 5% | 0 | -1% | 13% | -0.8
CCOc1ccc2nc(SCC(=O)NCc3ccco3)sc2c1
→ 1% | 0% | -3% | -9% | 0 | 0% | ? | 0.9
Cn1cccc1C(=O)N1CCc2ccccc2C1
→ 3% | 4% | -2% | -3% | 1 | 2% | -1% | -2.7
Cc1ccc(S(=O)(=O)N2CCN(C(=O)CSc3ncn[nH]3)CC2)cc1
→ 2% | 1% | 6% | -8% | 0 | -1% | 4% | -1.8
CC(C)CC(NC(=O)C(CC(C)C)NC(=O)OC(C)(C)C)C(N)=O (centres undefined)
→ 3% | -4% | -4% | 1% | -2 | 0% | -2% | 0.0
O=C(c1ccc(Cl)cc1)N1N=C(c2ccccn2)CC1(O)C(F)(F)F (centres undefined)
→ 2% | 5% | -17% | 3% | 5 | 0% | -8% | -1.1
CSCc1ccc(C(=O)Nc2cccc(C)c2C)cc1
→ -23% | 12% | 7% | -2% | 2 | 1% | -1% | -5.6
Cc1ccc(NS(=O)(=O)c2cc3c4c(c2)CC(=O)N4CCC3)cc1C
→ -3% | -3% | -1% | -3% | 0 | -1% | 3% | -16
CCc1c(C(=O)NC2CCCC2)csc1C
→ -6% | 9% | 0% | -14% | . | -2% | 0% | -1.8
CC1(C)NC(=O)N(CCCCOc2ccc(Cl)cc2C=O)C1=O
→ 7% | -10% | 2% | 1% | 0 | -2% | -10% | -0.7
CCOc1ccc2nc(NCCNC(=O)C3CC3)c(C)cc2c1
→ 3% | 6% | -6% | ? | 1 | 1% | 4% | -2.0
O=C(CNC(=O)/C=C/c1ccco1)N=Nc1c(O)[nH]c2ccccc12
→ 0% | -1% | -2% | ? | -2 | 2% | 15% | 2.3
COc1ccc(-c2cccc(NC(=O)c3ccc4c(c3)OCO4)c2)nn1
→ -11% | -1% | 3% | 7% | 8 | -4% | -7% | -1.4
CC(=O)NC(CC(=O)NCCOc1ccccc1F)c1ccccc1 (centres undefined)
→ 1% | 11% | 1% | -4% | 2 | -1% | -20% | -2.5
Cc1cccc(-c2sc(Nc3ccccc3)n[n+]2-c2ccccc2)c1
→ 3% | -34%[inhibitor] | 9% | ? | -26 | -7% | 13% | 0.6
COC(=O)c1ccc(NC(=O)COC(=O)CCC2CCCC2)cc1
→ 0% | -2% | 3% | -10% | -3 | 3% | -10% | -1.1
Cc1ccc(OCC(=O)N(Cc2ccccc2)C2CCS(=O)(=O)C2)c([N+](=O)[O-])n1 (centres undefined)
→ 0% | 9% | 6% | -16% | -2 | 3% | 10% | 0.5
C=CCOc1nc2c(c(=O)n(C)c(=O)n2C)n1Cc1c(Cl)cccc1Cl
→ 9% | 0% | -2% | -6% | 16 | 0% | -20% | -1.5
CC(C)(C)[C@H](N)C(=O)N[C@H]1CCC2C3CC=C4C[C@@H](O)CC[C@]4(C)C3CC[C@@]21C (some centres undefined)
→ -24% | 2% | ? | -1% | -3 | 1% | -11% | -0.8

Bioassay records: PubChem BioAssay, National Center for Advancing Translational Sciences (NCATS)
